GALK inh: galactokinase (human) inhibition; P51570; Purified GALK, Kinase-Glo residual ATP luminescence; Potency, µM (highest dose often 57.5 µM), for inactives: at the highest dose activity change, negative = inhibition, hits mostly inhibitors; hit rate 0.007% among 270,000; AID 1868; note: potency is the fitted concentration of half-maximal effect; % is set by controls: 0 for no effect and ±100 for the full control effect
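GALK at 5 nM final was combined with compound, 35 uM ATP and 100 uM galactose in HEPES pH8.0 with MgCl2 and DTT. The reaction ran one hour at room temperature before luminescent ATP detection.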
TSHR antag: antagonists of human thyroid stimulating hormone receptor; P16473; TSHR-expressing cells, TSH-stimulated cAMP HTRF, 2 h; stronger effect = lower value; activity change, negative = inhibition, % at 11.5 µM; hit rate 0.2% among 330,000;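 active = activity change below a set negative limit, meaning inhibition stronger than a set level, cut at about -70% in these data; inconclusive = activity change between two set negative limits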; note: % is set by controls: 0 for no effect and ±100 for the full control effect
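TSHR-expressing cells, 200/well, pre-treated with compound, then stimulated with EC80 TSH (4nM final) for 2 hours at 37 deg C. cAMP measured by competitive HTRF: anti-cAMP cryptate antibody in lysis buffer plus cAMP-d2, read after 30 minutes at room temperature.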
Giardia kill: kills Giardia lamblia; Giardia lamblia trophozoite viability; activity change, % at 7.66 µM, hits read low; hit rate 0.15% among 340,000; AID 540267; in the data active = activity change below about -80%; inconclusive = between about -30% and that limit;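 note: parasites exposed to compound for two days anaerobically before the ATP read; % is set by controls: 0 for no effect and ±100 for the full control effect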
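Viability, read as ATP luminescence: trophozoites at 100 cells/well, compound added, 48 hrs anaerobic at 37 deg C, then 15-30 min room-temperature development before reading.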
TCR activator: T cell receptor activation; primary human leukocytes, anti-CD3, IL-2 HTRF, 48 h; Potency, µM (doses to about 9.22 µM), for the others: top-dose activation of IL-2 secretion, usual class: activators; 330,000 tested, under 10 active; note: % of control where 0% means no effect
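1) Mix primary human leukocytes, a-CD3 beads and compound. 2) Incubate 48 hr. 3) Add HTRF IL-2 reagents (a-IL-2-K, a-IL-2-d2).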
Tb PFK inh: inhibitors of T. brucei phosphofructokinase; O15648; T. brucei PFK, ADP-Glo luminescence; Potency, µM (doses to about 57.5 µM), inactives show at the highest dose activity, negative = inhibition, hits mostly inhibitors; hit rate 0.17% among 330,000; AID 485367;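 note: potency is the fitted concentration of half-maximal effect; 0% = uninhibited 1x PFK enzyme wells and -100% = no-enzyme wells; nearly all actives have a fitted effect of over 60% in size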
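PFK 1.25 nM, F6P 0.5 mM, ATP 0.1 mM, 0.1 M TEA pH 8.0, 5 mM MgCl2, 0.01% Tween20, 0.1% BSA; 45 min RT. ADP-Glo readout. qHTS titration up to 57 uM; curves fitted, compounds curve-classed.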
AT treatment: potential ataxia-telangiectasia treatment | […] A-T fibroblasts, KAP-1 phosphorylation AlphaLISA; neocarzinostatin DNA damage 30 min before lysis | Potency, µM (top dose mostly 57.5 µM), for the others: top-dose activation, usual class: activators | hit rate 0.19% among 320,000 | AID 485349; note: potency is the fitted concentration of half-maximal effect; % of control where 0% means no effect; nearly all actives have a fitted effect of over 45% in size
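ATM-like activity read as KAP-1 phosphorylation via AlphaLISA donor/acceptor antibody pairs after lysis and 6 hr at 25C. Cells were ATM-null patient fibroblasts ([…], hTERT), dosed 60 min, then exposed to the DSB inducer NCS for 30 min.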
Coupling enz: inhibits coupling enzyme system, counter-screen for aldolase hits. coupling enzyme system counterscreen, AmpLite Red fluorescence. activity change, negative = inhibition, % at 58.2 µM, hits read low. hit rate 0.67% among 290,000; in the data active = activity change below about -30%; note: % is set by controls: 0 for no effect and ±100 for the full control effect
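Activity here indicates interference with the coupling reaction, not aldolase inhibition. Compounds at 57.5 uM final met coupling enzymes for 10 min at RT; substrate and AmpLite Red detection followed, with a 525/598 nm fluorescence read after 20 min.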
BCR signal inh: chronic active BCR signaling inhibition. hit rate 0.05% among 340,000. Potency, µM (highest dose often 46.1 µM), without a hit: at the highest dose ratio change, negative = lower green/red ratio, actives largely listed as inhibitors. ABC-DLBCL IkBa-CBG/CBR reporter, luminescence ratio, 4 h; active = well fitted inhibition curve with a large enough effect in the signal ratio, with a control signal flat, not every such curve was filed as active; inconclusive = small, poorly fitted or top-dose-only effect, or effect the other way, or a change in a side signal; the % refers to the signal ratio;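 note: potency is the fitted concentration of half-maximal effect; plate controls were basal doxycycline-induced cells for no effect and cells given 10 µM MG132 for full effect; MG132 reads +100%, hits lower the ratio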
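Compounds up to 46 uM were incubated four hours with TMD8 cells whose green CBG68 luciferase is fused to IkappaBalpha; red CBR luminescence normalised the signal, and concentration-effect curves were fitted to fusion, red and ratio data.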
KCNH2 WT inh: blocks the wildtype human KCNH2 potassium channel | Q12809 | U2OS, BacMam KCNH2, thallium flux FluxOr; stronger effect = lower value | activity change, % at 1.84 µM | hit rate 0.37% among 340,000 | AID 720551;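 active = maximum activity change below -70%; inconclusive = maximum activity change between -70% and -50%; inactive = maximum activity change above -50%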; note: % is set by controls: 0 for no effect and ±100 for the full control effect
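U2OS cells transduced with wild-type KCNH2 virus are loaded with FluxOr dye for 45 min, and thallium flux is measured in kinetic reads before and after stimulation buffer. Rate constants are normalized to DMSO controls.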
CXXC DNA block: inhibitors of human MLL CXXC domain-DNA interaction | Q03164 | MLL-CXXC / FITC-HOXA9 DNA fluorescence polarization | Potency, µM (top dose mostly 115 µM), for inactives: top-dose activity change, negative = inhibition, most hits filed as inhibitors | hit rate 0.037% among 290,000 | AID 2662; active = well fitted inhibition curve with a large enough effect in the polarisation, with a control signal flat, not every such curve was filed as active; inconclusive = small, poorly fitted or top-dose-only effect, or effect the other way, or a change in a side signal; inactive = no such curve, though single readings can be large or run the other way; the % refers to the polarisation; note: potency is the fitted concentration of half-maximal effect
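Fluorescence polarization: 7 uM MLL-CXXC (stock) preincubated 5 min with compounds, then 50 nM fluorescein-HOX-A9 DNA (stock) added; 30 min ambient. Buffer 50 mM Tris-HCl pH 7.5, 50 mM NaCl, 1 mM DTT, 0.05% BSA.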
* = called active by the depositor; ? = inconclusive; nt = no result given; [ ] = remark or other dose. Unless noted, calls come from the whole dose curve; as a rule, active = well fitted curve in the direction sought with a large enough effect; inconclusive = small, poorly fitted or top-dose-only effect, or another doubt; inactive = no such curve, though single readings can be large; an effect the other way counts as inactive or inconclusive.

Values run as follows: GALK inh	TSHR antag	Giardia kill	TCR activator	Tb PFK inh	AT treatment	Coupling enz	BCR signal inh	KCNH2 WT inh	CXXC DNA block
- Cc1ccc(S(=O)(=O)Nn2c(C)ccc2C)cc1
    0%	14	5	-7%	?	0%	-7	5%	-10	16%
- CCCCN(C(=O)c1ccco1)c1c(N)n(CCC)c(=O)[nH]c1=O
    nt	0	-1	-1%	-4%	8%	nt	0%	-12	nt
- CCN(CC)S(=O)(=O)c1cccc(NC(=O)CC2CCCC2)c1
    4%	-8	16	2%	-2%	2%	-1	-6%	18	2%
- CCN(CC)S(=O)(=O)c1ccc(C(=O)N2CCN=C2SCc2cccnc2)cc1
    0%	-1	9	-16%	0%	0%	0	?	2	7%
- CCC(=O)Nc1c(C(=O)N2CCN(c3ccccn3)CC2)cnn1-c1ccc(C)cc1
    nt	0	-2	0%[46.1 µM]	1%	2%	2	5%	-7	-7%
- CNC(=O)C1(C)C=CC2(CCCCC2)N1C(=O)OC (stereo not drawn)
    nt	nt	-2	-3%	nt	nt	3	nt	-7	nt
- Cc1ccc(S(=O)(=O)N(C)CC(=O)Oc2ccc(-c3nnco3)cc2)cc1
    nt	-7	7	-6%	-2%	0%	nt	-12%	8	nt
- C/C(=N\N=C1\NC(=O)C(CC(=O)Nc2ccc(Cl)cc2)S1)c1ccco1 (stereo not drawn)
    -1%	-3	-2	3%	-4%	2%	4	0%	-4	-7%
- Cc1ccc(-c2noc(C3CCCN(C(=O)c4ccccc4)C3)n2)o1 (stereo not drawn)
    -2%	-2	5	4%	-1%	4%	6	2%	-11	-1%
- Cc1ccc(NC(=O)N2CCC(C(=O)c3ccc(F)cc3)CC2)cc1
    -1%	-12	4	4%	0%	-2%	2	-5%	1	5%
- CCc1ccc(N(CC(=O)NC2CCCC2)S(=O)(=O)c2c(C)noc2C)cc1
    -1%	-17	5	-7%	4%	0%	0	-1%	-14	-1%
- CCOc1ccccc1N=NC1C(=O)N(C(N)=S)N=C1C (stereo not drawn)
    -1%	-20	-14	-2%	0%	2%	0	?	-5	?
- COc1cc(/C=C/C(=O)OCC(=O)NC(=O)NC(C)C)ccc1O
    2%	-2	-18	2%	-6%	3%	3	-22%	-11	-14%
- CC(=O)c1cccc(NC(=O)C2CCN(C(=O)c3ccccc3Cl)CC2)c1
    3%	1	-8	-2%	-3%	16%	nt	-5%	10	21%
- O=C(O)c1ccc(Nc2nc(-c3ccccc3)c3ccccc3n2)cc1
    -2%	-37	4	2%	2%	5%	14	?	12	-1%
- COc1ccc(-c2cc3c(=O)n(CC(=O)NCc4ccc(Cl)cc4)ncn3n2)cc1
    nt	-1	-10	4%	0%	6%	1	-2%	8	nt
- O=C(CSc1nc(Nc2ccccc2)nc(N2CCOCC2)n1)Nc1ccc([N+](=O)[O-])cc1
    -4%	-3	0	nt	1%	-3%	-4	?	-7	27%
- O=C(CN1C(=O)NC2(CCCC2)C1=O)OCc1ccc(Cl)cc1Cl
    nt	-36	8	-5%	3%	2%	nt	?	16	nt
- CCn1cc(CN2CCC(n3nccc3NC(=O)CCCc3ccccc3)CC2)cn1
    -3%	-5	5	6%	-4%	9%	nt	3%	17	-1%
- O=C1CC(c2ccc(F)cc2)C(n2cncn2)C(O)=C1C1NCCc2ccccc21 (stereo not drawn)
    3%	2	19	-1%	1%	2%	1	-1%	3	-3%

Random excerpt: 4 records from the list, in no set order.
Values run as follows: GALK inh	TSHR antag	Giardia kill	TCR activator	Tb PFK inh	AT treatment	Coupling enz	BCR signal inh	KCNH2 WT inh	CXXC DNA block
- COc1cc(/C=C/C(=O)OCC(=O)NC(=O)NC(C)C)ccc1O
    2%	-2	-18	2%	-6%	3%	3	-22%	-11	-14%
- CCN(CC)S(=O)(=O)c1cccc(NC(=O)CC2CCCC2)c1
    4%	-8	16	2%	-2%	2%	-1	-6%	18	2%
- CCc1ccc(N(CC(=O)NC2CCCC2)S(=O)(=O)c2c(C)noc2C)cc1
    -1%	-17	5	-7%	4%	0%	0	-1%	-14	-1%
- C/C(=N\N=C1\NC(=O)C(CC(=O)Nc2ccc(Cl)cc2)S1)c1ccco1 (stereo not drawn)
    -1%	-3	-2	3%	-4%	2%	4	0%	-4	-7%

The listing picks up; the three compounds before the break are reprinted first.
Values run as follows: GALK inh	TSHR antag	Giardia kill	TCR activator	Tb PFK inh	AT treatment	Coupling enz	BCR signal inh	KCNH2 WT inh	CXXC DNA block
- O=C(CN1C(=O)NC2(CCCC2)C1=O)OCc1ccc(Cl)cc1Cl
    nt	-36	8	-5%	3%	2%	nt	?	16	nt
- CCn1cc(CN2CCC(n3nccc3NC(=O)CCCc3ccccc3)CC2)cn1
    -3%	-5	5	6%	-4%	9%	nt	3%	17	-1%
- O=C1CC(c2ccc(F)cc2)C(n2cncn2)C(O)=C1C1NCCc2ccccc21 (stereo not drawn)
    3%	2	19	-1%	1%	2%	1	-1%	3	-3%
- Cn1c(SCC(=O)N2CCOCC2)nc(O)cc1=O
    0%	4	-10	-12%	0%	-2%	2	1%	2	-19%
- COc1cccc(OC)c1C(=O)Nc1cccc(NC(=O)c2cccs2)c1
    0%	-14	-4	0%	-1%	10%	0	-7%	-3	12%
- CCOC(=O)c1c(NC(=O)c2ccc(S(=O)(=O)N(C)CC3CCCO3)cc2)sc2c1CCN(C)C2 (stereo not drawn)
    1%	-9	0	-1%	-12%	11%	nt	-1%	7	23%
- CCCCOC1CC(c2ccc(OCc3ccc(OC)cc3)c(OC)c2)N(C)O1 (stereo not drawn)
    -2%	10	-6	2%	1%	4%	0	-4%	-3	-3%
- COc1ccc(Cc2nnc(SCC(=O)Nc3ccccc3C#N)o2)cc1
    -8%	3	-7	-5%	-2%	33%	nt	-2%	12	39%
- Cc1c(C(=O)NCCSCc2c(F)cccc2Cl)cnn1-c1ccc(F)cc1
    -3%	-18	-18	2%	0%	9%	-5	18%	4	7%
- O=c1[nH]c(CN2CCN(c3ncccn3)CC2)nc2c(Br)cc(Br)cc12
    -2%	-5	24	5%	1%	-13%	1	2%	17	8%
- CCC(C)(C)NC(=O)C(c1ccccc1Cl)N(C(=O)CCC(=O)Nc1cc(C)on1)C1CC1 (stereo not drawn)
    0%	1	-2	0%	-2%	13%	3	7%	-2	4%
- COC(=O)c1cc(C(=O)N2CCN(c3ccccc3OC)CC2)cc([N+](=O)[O-])c1
    -2%	-26	19	0%	7%	1%	10	3%	12	-8%
- O=C(Nc1cccc(Cn2cccn2)c1)c1cc2c(s1)CCCC2
    -3%	-40	5	3%	1%	5%	-10	?	3	0%
- C=CCc1ccc(OCC(O)CN2CCN(Cc3ccc(Cl)cc3)CC2)c(OC)c1 (stereo not drawn)
    nt	12	-1	-6%	-1%	-3%	2	?	-50	6%
- CC(=O)N1c2ccccc2S(=O)(=O)c2ccccc21
    nt	-4	-7	-4%	-18%	16%	nt	-8%	-12	nt
- Cc1ccc(S(=O)(=O)N2[C@@H](c3ccc(Br)cc3)C(C(=O)O)=CC[C@H]2c2cccc(C)c2)cc1
    nt	9	-27	0%	-1%	7%	nt	-2%	0	nt
- Cc1ccc(C(=O)NCc2ccco2)cc1Br
    0%	-8	-2	-2%	-2%	nt	1	-15%	-7	-12%
- CC(=O)O/C(=C\c1cn(C(C)=O)c2ccccc12)C(=O)O
    -2%	3	32[activator]	-7%	1%	2%	2	-7%	-3	-8%
- O=C(N/N=C(\c1ccccc1)c1ccccn1)c1cccc([N+](=O)[O-])c1
    0%	-5	0	8%	11%	-1%	1	?	-5	8%
- Cc1noc(NC(=O)c2ccc(F)cc2)c1C#N
    1%	4	11	-2%	1%	-9%	2	-5%	-5	-3%

Source: PubChem BioAssay (National Center for Advancing Translational Sciences (NCATS))
